Assay outcomes from PubChem BioAssay.
MT stabilize HCS: microtubule stabilization, imaging screen | AID 2205 | % tubulin-high responders, % at 10 µM | actives 0.83% (n = 200,000) | HeLa tubulin immunostaining HCS, 24 h; share of cells brighter than vehicle mean+2SD;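 active means plate Z-score above 3 for both tubulin-high and condensed-nucleus cell shares, with cell loss under 80%, at 10 µM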;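 further: anti alpha tubulin signal scored within the nucleus-defined area of each cell; some results filed as inactive read as strong as hits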
Autophagy mod: modulators of autophagy | calls only at 10 µM (by protocol) | AID 463193 | actives 0.98% (n = 190,000) | MEF GFP-LC3 puncta imaging; test concentration mostly 10 µM;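 active means percentage of spot-positive cells more than 3 SD above its plate mean, without a fluorescence outlier flag or 80% toxicity; inconclusive means no clear call, values can overlap the other calls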;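 further: spot-positive cell cutoff set from DMSO-treated cells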
Yfh1-depleted yeast: mitochondrial function rescue without frataxin homolog – Friedreich's ataxia, plus single-dose screen, dose response (AID 1465); S. cerevisiae Yfh1-off respiration, WST-1 reduction, 72 h; higher fold induction means a stronger effect; one-dose fold induction at 50 µM; EC50 in µM for titrated hits; actives 0.074% (n = 220,000);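 active means fold induction of absorbance versus untreated yeast above a set limit, then at least 30% activation at any dose in follow-up; inconclusive means repeats straddling the limit, or above it without dose testing; inactive means fold induction below the set limit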;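 further: activators that raise dye reduction in frataxin-depleted yeast; strong numbers were not always called active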
Insulin prom up: MIN6 insulin promoter up-regulation | actives 0.3% (n = 190,000) | z-score at 5 µM | MIN6 insulin promoter-GFP reporter, high-content imaging; hits give high values | AID 1625;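 active means z-score above 3 at 5 µM with at least 500 cells counted in the well; inconclusive means wells under 500 cells, flagged as cytotoxic or low count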
WT yeast gro inh: growth inhibition of WT yeast, mitochondrial fusion screen. inhibition, % at 10 µM. actives 2.1% (n = 190,000). AID 1362. mitochondrial fusion phenotypic screen, WT strain; in the data active means inhibition above about 58%; tested in S. cerevisiae
NOD2 inhibition: inhibition of NOD2-driven NF-kB reporter – cell-based, luminescence, uHTS, HEK293 (AID 1566). HEK293 NOD2/NF-kB luciferase reporter, luminescence; higher % means a stronger effect. actives 0.63% (n = 290,000). inhibition, % at 4 µM, or EC50 in µM where a hit was titrated; in the data active means inhibition above about 50%; further: many of its hits are not listed in these tables
Dynein transport: blocks dynein driven cargo transport along microtubules. actives 0.47% (n = 220,000). z-score, hits read low. AID 1381. 3617.4 mouse cells, GR-EGFP nuclear translocation imaging; test concentration mostly 20 µM; stimulated with dexamethasone, 1 µM; hits give low values;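 active means plate z-score of nuclear minus cytoplasmic receptor signal below a set negative limit, without overly bright fluorescence or cell loss, cut at about -3.5 in these data, passing the limit was not always enough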;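 further: z-score of nuclear minus cytoplasmic ring GR-EGFP intensity difference per well; some compounds called inactive have numbers as strong as hits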
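Also added: dexamethasone, 1.0 µM final. Medium: tet-free, stripped-serum medium. Detection: fixed, Hoechst-stained cells imaged at 10x for EGFP. Read-out: nuclear-to-cytoplasmic GR-EGFP distribution per well. Times: induction 48 h, compound 1 h, agonist 30 min.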
Hep lipid drop: modulators of hepatic lipid droplet formation | actives 0.4% (n = 240,000) | inhibition, % at 6.5 µM | AML12 mouse hepatocytes, oleate lipid droplets, BODIPY imaging | AID 1656;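 active means lipid droplet intensity inhibited by at least 50%, with more than 500 cells counted; inconclusive means wells with under 300 cells, treated as cytotoxic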
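System: AML12 hepatocytes (mouse). Probe or stimulus: oleic acid at 100 µM to induce lipid droplet formation. Times: overnight treatment with compound plus oleate. Detection: Image-based BODIPY and DAPI two-channel analysis. Evaluation: percent inhibition of filter-corrected integrated lipid droplet intensity per well.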
b-catenin transl: modulators of beta-catenin nuclear translocation; HeLa beta-catenin nuclear translocation, immunofluorescence imaging; nuclear translocation activity, % at 5 µM; actives 0.3% (n = 190,000);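 active means nuclear translocation activity above 50% at 5 µM, with a well cell count of 50 or more; inconclusive means wells under 50 cells across six images, flagged as toxic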;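 further: per-cell ratio of nuclear to cytoplasmic median beta-catenin stain intensity; plate controls were DMSO negative control for no effect and GSK-3 inhibitor IX positive control for full effect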
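System: Human HeLa cells, endogenous beta-catenin | Compound dosing: 5 µM primary, 0.02–20 µM confirmation | Timing: 24 h compound exposure at 37°C, 5% CO2 | Measured by: Fluorescence imaging of beta-catenin antibody stain plus DAPI | Read-out basis: % activation of per-cell nuclear versus cytoplasmic median beta-catenin signal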
WT yeast gro inh mutant strain: also measured in WT yeast gro inh; calls as there; inhibition, %; mitochondrial fusion phenotypic screen, mutant strain inhibition
Dynein transport cytoplasmic EGFP: second read-out of Dynein transport, no call of its own (marks repeat the call); z-score; measured here: cytoplasmic GR-EGFP intensity; hits give high values
Dynein transport nuclear GR-EGFP: further read-out of Dynein transport, marked with its call; z-score; measured here: nuclear GR-EGFP intensity;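 lower value marks the stronger effect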
Dynein transport cell count: further read-out of Dynein transport, marked with its call; z-score; measured here: cell count per field
Insulin prom up cell count: also measured in Insulin prom up; calls as there; cell count; measured here: cytotoxicity, nuclei count;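 total cells summed across four imaged fields per well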
Hep lipid drop cells 6.5 µM: second read-out of Hep lipid drop, no call of its own (marks repeat the call); cell count; measured here: cell count, cytotoxicity flag;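 cells counted across two imaged fields per well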
b-catenin transl cell count 5 µM: recorded beside b-catenin transl, whose call it bears; cell count; measured here: cell count, cytotoxicity flag
MT stabilize HCS Hoechst-high %: recorded beside MT stabilize HCS, whose call it bears; % Hoechst-high responders; measured here: nuclear condensation Hoechst responders;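 share of cells brighter than vehicle mean plus two SD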
MT stabilize HCS cytotoxicity %: also measured in MT stabilize HCS; calls as there; toxicity, %; measured here: cytotoxicity by cell density;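 0% = mean cell density of plate MIN control wells and 100% = no cells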
Autophagy mod cell loss 18 h: also measured in Autophagy mod; calls as there; toxicity, %; measured here: cell loss, nuclei count;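 cell loss after 18 h compound exposure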
* hit, by the source's call; i = inactive; ? = inconclusive; · = not tested or not shown. A portion of the library; count on the stated rates, not on these rows.

SMILES	MT stabilize HCS	MT stabilize HCS Hoechst-high %	MT stabilize HCS cytotoxicity %	Autophagy mod	Autophagy mod cell loss 18 h	Yfh1-depleted yeast	Insulin prom up	Insulin prom up cell count	WT yeast gro inh	WT yeast gro inh mutant strain	NOD2 inhibition	Dynein transport	Dynein transport cytoplasmic EGFP	Dynein transport nuclear GR-EGFP	Dynein transport cell count	Hep lipid drop	Hep lipid drop cells 6.5 µM	b-catenin transl	b-catenin transl cell count 5 µM
CCN(CC)S(=O)(=O)c1ccc2nnn(OCC(=O)Nc3cccc(C#N)c3)c2c1	5.9	4.7	6.6	i	11.0	?	0.32	1084	-5.0	-4.0	8.4%	-0.397	-0.293	-0.0209	0.242	-8.8	677	-5.1	1259
Cc1cc(C)n(CCNC(=O)c2cc(COc3c(F)cccc3F)on2)n1	1.1	1.2	7.8	i	19.7	i	0.22	1682	-2.3	5.2	2.9%	-0.47	-0.234	-0.46	0.72	-13.3	733	-1.7	1055
CCN(CC)C(=O)COc1ccc(/C(C)=N/NC(=O)c2ccccc2O)cc1	5.5	3.3	3.9	i	-9.8	i	-0.09	1162	-12.3	8.4	18.4%	0.258	-0.274	0.605	-0.435	-4.1	698	-2.9	1076
Cc1ccc2nc3sc(C(=O)N4CCOCC4)c(N)c3cc2c1	2.6	2.0	8.4	i	-12.0	i	-0.38	1248	10.3	20.3	-108.5%	-0.1	-0.197	-0.0898	-0.0854	·	·	-4.6	969
CCN(CC)S(=O)(=O)c1ccc(OC)c(N)c1	2.0	2.6	4.7	i	3.3	i	0.52	1293	8.9	3.8	-0.3%	-0.331	-0.308	-0.257	0.699	-37.6	682	-0.3	1095
Cc1cccc2sc(NNC(=O)C3COc4ccccc4O3)nc12 (stereo not drawn)	3.0	2.2	0.2	i	2.7	i	2.44	1197	-10.6	-18.8	-1.1%	-0.0619	0.0994	0.992	-0.717	-0.5	752	-2.2	581
O=C1CSC(c2cn(-c3ccccc3)nc2-c2cc3ccccc3oc2=O)N1Cc1cccnc1 (stereo not drawn)	1.1	1.1	1.5	i	-1.2	i	1.34	954	3.9	5.7	-9.9%	0.0245	-0.279	-0.0157	0.408	·	·	·	·
Cc1cccc2cc(C#N)c(NCCNC(=S)NCCCN3CCOCC3)nc12	1.5	1.7	6.3	i	3.1	i	0.43	1818	16.1	-0.2	12.2%	0.0137	-0.341	0.215	0.117	-2.2	616	0.4	974
O=C(N/N=C/c1ccccc1OC(F)F)c1cc(-c2ccncc2)nc2ccccc12	7.8	8.6	5.5	i	28.5	i	0.06	1009	-3.5	3.1	5.8%	-0.905	-0.271	-0.149	0.604	?	·	18.3	884
CS(=O)(=O)c1ccc(Sc2nc3ccccc3[nH]2)c([N+](=O)[O-])c1	3.8	1.5	5.2	i	3.6	i	0.17	1406	5.9	7.0	25.2%	-0.773	-0.178	-0.18	0.824	·	·	-1.5	1398
Cc1ccc(NC(=S)NC(NC(=O)Cc2cccc3ccccc23)C(Cl)(Cl)Cl)cc1 (stereo not drawn)	6.1	5.1	2.9	i	-3.2	i	0.23	898	3.6	2.6	-37.2%	-0.106	0.046	0.174	0.915	-10.7	761	·	·
COc1ccc(-c2ccc(S(=O)(=O)N3CCCC3)cc2)cc1	4.0	1.2	5.6	i	23.4	i	1.04	1520	8.2	-17.2	-10.7%	0.589	-0.228	0.496	-0.581	-15.7	657	-3.9	1081
O=[N+]([O-])c1nn(-c2ccc3c(c2)OCCO3)n(O)c1=NC1CCCCC1	1.1	1.5	7.8	i	0.3	i	-0.57	1081	29.4	-12.1	0.4%	-0.759	-0.288	-0.51	0.632	6.4	760	·	·
COc1ccc(C2=NOC(C(=O)NCc3ccccn3)C2)cc1 (stereo not drawn)	5.4	2.3	3.6	i	-4.8	i	0.2	829	3.6	-0.7	-0.1%	0.606	-0.199	0.664	0.264	10.9	736	-5.7	1204
COC(=O)NCN1C(=O)C2C3C=CC(C3)C2C1=O (stereo not drawn)	1.2	1.6	6.4	i	1.9	i	·	·	5.1	4.6	-3.2%	-0.23	-0.298	0.635	0.268	-15.7	720	1.9	467

3 entries from above, ordered by heavy-atom count, low to high.
SMILES	MT stabilize HCS	MT stabilize HCS Hoechst-high %	MT stabilize HCS cytotoxicity %	Autophagy mod	Autophagy mod cell loss 18 h	Yfh1-depleted yeast	Insulin prom up	Insulin prom up cell count	WT yeast gro inh	WT yeast gro inh mutant strain	NOD2 inhibition	Dynein transport	Dynein transport cytoplasmic EGFP	Dynein transport nuclear GR-EGFP	Dynein transport cell count	Hep lipid drop	Hep lipid drop cells 6.5 µM	b-catenin transl	b-catenin transl cell count 5 µM
Cc1cccc2sc(NNC(=O)C3COc4ccccc4O3)nc12 (stereo not drawn)	3.0	2.2	0.2	i	2.7	i	2.44	1197	-10.6	-18.8	-1.1%	-0.0619	0.0994	0.992	-0.717	-0.5	752	-2.2	581
Cc1cccc2cc(C#N)c(NCCNC(=S)NCCCN3CCOCC3)nc12	1.5	1.7	6.3	i	3.1	i	0.43	1818	16.1	-0.2	12.2%	0.0137	-0.341	0.215	0.117	-2.2	616	0.4	974
O=C(N/N=C/c1ccccc1OC(F)F)c1cc(-c2ccncc2)nc2ccccc12	7.8	8.6	5.5	i	28.5	i	0.06	1009	-3.5	3.1	5.8%	-0.905	-0.271	-0.149	0.604	?	·	18.3	884

Continued.
SMILES	MT stabilize HCS	MT stabilize HCS Hoechst-high %	MT stabilize HCS cytotoxicity %	Autophagy mod	Autophagy mod cell loss 18 h	Yfh1-depleted yeast	Insulin prom up	Insulin prom up cell count	WT yeast gro inh	WT yeast gro inh mutant strain	NOD2 inhibition	Dynein transport	Dynein transport cytoplasmic EGFP	Dynein transport nuclear GR-EGFP	Dynein transport cell count	Hep lipid drop	Hep lipid drop cells 6.5 µM	b-catenin transl	b-catenin transl cell count 5 µM
CCCn1c(C)cc(C(=O)COC(=O)CN=C2NS(=O)(=O)c3ccccc32)c1C	2.5	2.4	1.6	i	-5.7	i	0.97	1362	-4.3	7.2	16.1%	0.441	-0.271	-0.0554	-0.125	-10.2	602	0.0	870
O=C1/C(=C/c2cccs2)CCC1C1CCCC1 (stereo not drawn)	2.0	1.9	9.8	i	0.6	i	0.03	1225	9.3	37.2	-19.7%	0.0111	-0.338	0.16	0.221	20.4	771	·	·
COc1ccc(-c2nc(C#N)c(N3CCCCCC3)o2)cc1	2.9	2.5	9.0	i	-5.4	i	0.28	1873	12.2	0.6	3.7%	-0.801	-0.25	-0.535	-0.294	-12.0	650	-1.2	1008
CC(=O)Nc1ccccc1-c1nn[nH]n1	3.6	1.7	4.4	i	1.3	i	-1.09	1011	-2.3	-2.6	7.2%	-0.565	-0.285	-0.15	-0.108	-0.3	689	0.4	1210
Cc1c(N2C(=O)C(=O)/C(=C(/O)c3ccccc3)C2c2ccc(F)cc2)c(=O)n(-c2ccccc2)n1C (stereo not drawn)	5.3	2.2	7.4	i	17.2	i	-0.23	1495	-4.6	-6.3	10.3%	-0.789	-0.14	-0.368	-0.556	-1.6	693	-2.1	1089
COc1ccc(S(=O)(=O)N2c3ccccc3OCC2c2ccccc2)cc1 (stereo not drawn)	23.3*	16.5*	57.2*	i	34.8	i	-0.17	1690	-13.2	-3.7	4.4%	·	·	·	·	-19.0	670	1.2	1047
COc1ccc(C(=O)Nc2cccc(/C=C(\CCC(=O)O)c3nc4ccccc4s3)c2)cc1	·	·	·	·	·	i	0.04	1153	·	·	4.5%	-0.861	-0.247	0.257	-0.293	7.6	681	-0.2	1292
Cc1ccc(NC(=S)N=Nc2c(O)[nH]c3ccccc23)cc1	4.5	3.6	4.0	i	11.6	i	-1.41	1050	45.6	47.2	-103.5%	-0.177	-0.296	0.201	-0.296	6.1	657	11.0	914
CCC1CCc2c(sc(NC(=O)c3ccoc3C)c2C(N)=O)C1 (stereo not drawn)	2.2	1.8	8.4	i	21.5	i	-0.67	1333	39.9	7.8	10.7%	0.861	-0.244	0.368	0.111	13.7	778	·	·
CCOC(=O)c1c(-c2ccccc2)nc2cc(C)ccn12	2.9	1.4	3.0	i	-4.1	i	·	·	27.0	70.5	-79.2%	0.192	-0.207	-0.638	0.689	·	·	·	·
O=S(=O)(/N=C(/Nc1ccccc1F)c1ccccc1)c1ccccc1	2.2	1.4	4.1	i	-7.5	i	-0.21	876	6.7	-10.1	9.3%	1.1	-0.282	0.543	-0.315	-3.9	771	·	·
COc1cc2c(cc1OC)-c1nnc(C)n1C1(CCCC1)C2	7.8	1.7	8.6	·	·	i	-0.38	1602	12.3	6.2	-15.0%	-0.298	-0.299	0.0743	0.62	-2.3	652	-3.8	1139
CC(=O)C1=C(C)NC(SCC(N)=O)=C(C#N)C1c1sccc1C (stereo not drawn)	4.3	1.6	2.8	i	-1.5	i	-0.65	1556	-0.3	5.2	11.6%	-0.558	-0.23	-0.959	-0.209	·	·	0.4	1286
